Screening results: PubChem, National Center for Advancing Translational Sciences (NCATS)
APEX1 inh: inhibitors of human APE1 endonuclease; 350,000 compounds, 0.35% hits; P27695; AID 2517; recombinant APE1, TAMRA/BHQ-2 abasic DNA cleavage fluorescence; Potency, µM (top dose mostly 65.8 µM), without a hit: at the top dose activity change, negative = inhibition, hits mostly inhibitors;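 further: potency means the concentration at half of the fitted maximal effect; plate controls were vehicle for no effect and reference inhibitor for full effect; nearly all actives have a fitted effect of over 55% in size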
Target sequence (P27695 whole entry, looked up): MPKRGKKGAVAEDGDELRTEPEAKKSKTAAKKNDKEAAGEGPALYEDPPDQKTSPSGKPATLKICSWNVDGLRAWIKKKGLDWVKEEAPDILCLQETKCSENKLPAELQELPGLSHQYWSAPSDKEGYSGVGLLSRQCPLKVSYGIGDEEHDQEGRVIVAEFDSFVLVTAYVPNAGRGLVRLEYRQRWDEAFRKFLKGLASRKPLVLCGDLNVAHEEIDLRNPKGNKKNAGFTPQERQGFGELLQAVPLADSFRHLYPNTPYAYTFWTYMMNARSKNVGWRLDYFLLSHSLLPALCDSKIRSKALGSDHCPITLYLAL
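0.75 nM APE1 + cpd, 15 min RT; start w/ 50 nM TAMRA/BHQ-2 THF-abasic dsDNA; kinetic fluor 525/598 nm ×3 reads @60 s; Δ(read3−read1); normalized to DMSO and NSC13755 control wells.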
Anesthetic bind: candidate novel general anesthetic via apoferritin binding | Potency, µM (titrated, usually from 77.5 µM), inactives show at the highest dose activity change, negative = displacement, actives largely listed as inhibitors | P02791 | AID 485281 | 350,000 compounds, 0.074% hits | apoferritin/1-aminoanthracene competitive binding, fluorescence; further: potency means the concentration at half of the fitted maximal effect; on the % scale 0 is the no-effect control and ±100 the full control effect; nearly all actives have a fitted effect of over 20% in size
Target sequence (P02791 2-175 limits assumed): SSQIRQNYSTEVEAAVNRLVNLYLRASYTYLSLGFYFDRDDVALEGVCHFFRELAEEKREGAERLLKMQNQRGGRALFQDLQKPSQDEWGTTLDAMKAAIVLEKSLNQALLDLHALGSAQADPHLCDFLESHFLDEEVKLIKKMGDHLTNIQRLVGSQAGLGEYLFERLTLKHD
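10 uM apoferritin + 50% sat. 1-AMA, PBS; cpd 10 min RT; Ex380/Em535 endpoint; normalized to free probe vs complex; 4-param Hill fit; propofol titration as pos. ctrl.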
ERG-DNA inh: inhibitors of human ERG Ets domain-DNA interaction | P11308 | fluorescence polarization, His-ERG Ets domain / labelled DNA | Potency, µM (highest dose often 76.9 µM), for the others: top-dose FP activity, negative = inhibition, most hits filed as inhibitors | 370,000 compounds, 0.028% hits | AID 624246; active means well fitted inhibition curve with a large enough effect in the polarisation, with a control signal flat; inconclusive means small, poorly fitted or top-dose-only effect, or effect the other way, or a change in a side signal; inactive means no such curve, though single readings can be large or run the other way; the % refers to the polarisation;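 further: polarization taken with two DNA probes labelled with fluorescein and Texas red; potency means the concentration at half of the fitted maximal effect; % of control where 0% means no effect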
Target sequence (P11308 whole entry, looked up, the tested form may be a part): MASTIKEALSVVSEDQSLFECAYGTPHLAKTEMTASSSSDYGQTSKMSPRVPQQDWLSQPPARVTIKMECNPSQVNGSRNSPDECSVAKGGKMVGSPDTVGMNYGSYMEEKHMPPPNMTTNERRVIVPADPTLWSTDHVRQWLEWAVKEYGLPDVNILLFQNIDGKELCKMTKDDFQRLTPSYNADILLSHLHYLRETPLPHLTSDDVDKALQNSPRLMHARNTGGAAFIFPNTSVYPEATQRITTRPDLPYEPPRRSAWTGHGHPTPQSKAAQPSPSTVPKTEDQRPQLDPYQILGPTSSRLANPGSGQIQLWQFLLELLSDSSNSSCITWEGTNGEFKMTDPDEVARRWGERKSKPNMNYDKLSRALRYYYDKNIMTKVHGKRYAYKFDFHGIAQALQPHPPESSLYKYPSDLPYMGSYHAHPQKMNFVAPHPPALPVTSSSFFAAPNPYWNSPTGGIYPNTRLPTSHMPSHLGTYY
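His-tagged ERG Ets domain (1 uM in the protein solution; 300mM KCl, 50mM Tris-HCl, 1mM EDTA, 1mM DTT, pH 7.5) received compound, then a probe mix of 5 nM fluorescein-DNA and 100nM Texas-615-DNA. Fluorescence polarization was read for both dyes.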
12-LOX inh: inhibitors of human 12S-lipoxygenase ALOX12. AID 1671190. purified 12hLO, xylenol orange hydroperoxide absorbance. Potency, µM (doses to about 108 µM), without a hit: at the top dose activity change, negative = inhibition, hits mostly inhibitors. P18054. 580,000 compounds, 1.1% hits; further: potency means the concentration at half of the fitted maximal effect; on the % scale 0 is the no-effect control and ±100 the full control effect
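Purified human 12hLO at 150 nM in 25 mM Hepes, 0.01% Triton X-100, pH 7.0, preincubated 15 min at room temperature with compound. Reaction started with 40 uM arachidonic acid, 30 min at room temperature. Hydroperoxide measured by Fe-xylenol orange, 573/405 nm absorbance ratio.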
POLK inh: inhibitors of human DNA polymerase kappa; Q9UBT6; purified Pol kappa, fluorescent DNA synthesis assay, 10 min; Potency, µM (doses to about 107 µM), without a hit: at the highest dose activity, negative = inhibition, hits mostly inhibitors; 400,000 compounds, 0.53% hits; AID 588579; further: potency means the concentration at half of the fitted maximal effect; on the % scale 0 is the no-effect control and ±100 the full control effect
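Activity was followed as the change in fluorescence between reads at 0 and 10 min after starting the reaction with 50 nM substrate. Beforehand, 10 nM polymerase had been preincubated with compound for 15 min at room temperature.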
BLM inh: blocks DNA unwinding by human BLM helicase; Potency, µM (top dose mostly 56.1 µM), inactives show at the highest dose activity change, negative = inhibition, hits mostly inhibitors; recombinant BLM DNA unwinding, fluorescence dequenching; P54132; 350,000 compounds, 0.2% hits;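 further: potency means the concentration at half of the fitted maximal effect; plate controls were vehicle for no effect and no enzyme for full effect; nearly all actives have a fitted effect of over 35% in size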
Pol iota inh: blocks human DNA polymerase iota activity | Pol iota fluorescent replication assay, 10 min | Potency, µM (highest dose often 115 µM), without a hit: at the highest dose activity, negative = inhibition, hits mostly inhibitors | 390,000 compounds, 1% hits | AID 588590; further: potency means the concentration at half of the fitted maximal effect
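Pol iota at 10 nM preincubated 15 min with compounds at room temperature; reaction started with fluorescent substrate, 50 nM final. Fluorescence read kinetically at 0 and 10 min; buffer-only wells as negative control.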
TRHR ag: activates the human TRH receptor; AID 493084; activation, % at 2 µM; 360,000 compounds, 0.18% hits; TRHR cells, calcium flux fluo-8, FDSS agonist mode; P34981; in the data active means activation above about 30%; further: 0% is about no effect
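Steps: seed TRHR cells overnight; add fluo-8 no-wash Ca dye, RT 30 min–1.5 h; record 10 s baseline; pin-transfer compounds; monitor fluorescence 1 cycle/s for the agonist window. Calcium increases flag candidate agonists.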
POLB inh: blocks human DNA polymerase beta activity | P06746 | Pol beta primer extension/strand displacement, fluorescence kinetic | Potency, µM (highest dose often 114 µM), without a hit: top-dose activity change, negative = inhibition, usual class: inhibitors | 340,000 compounds, 1.3% hits | AID 485314; further: potency means the concentration at half of the fitted maximal effect; on the % scale 0 is the no-effect control and ±100 the full control effect
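Enzyme-only controls used 10 nM Pol beta; buffer lacking enzyme served as negative control. Compound preincubated 15 min, then 50 nM substrate added; 0 and 10 min reads at room temperature.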
Starred values were filed as active, the others as inactive; i = inactive; ? = inconclusive; nt = not tested or not shown; & = joins results of further samples; [ ] = remark or other dose. Unless noted, the call rests on the fitted dose curve; in most records, active means well fitted curve in the direction sought with a large enough effect; inconclusive means small, poorly fitted or top-dose-only effect, or another doubt; inactive means no such curve, though single readings can be large; an effect the other way counts as inactive or inconclusive. Not all compounds are listed; the hit share may differ from the screen's.

SMILES	APEX1 inh	Anesthetic bind	ERG-DNA inh	12-LOX inh	POLK inh	BLM inh	Pol iota inh	TRHR ag	POLB inh
Cc1ccc(Nc2cc(C(=O)NCCCN3CCOCC3)c3ccccc3n2)c(C)c1	3%	-2%	-15%	-9%	1%	0%	28%	-0.6	-12%
COc1ccc(OC)c(-c2cc(C(=O)N3CCc4ccccc4C3)no2)c1	-3%	6%	2%	-55%	-25%	-12%	6%	0.3	28%
CCOC(=O)c1c(C)[nH]c(NC(=O)NNC(=O)c2ccccc2Cl)c1C	1%	nt	5%	-1%	-16%	nt	2%	0.2	nt
COc1ccc(/C(=C/Nc2cccc(Br)c2)C(C)=O)cc1OC	-2%	0%	-1%	5%	-7%	-3%	16%	-0.8	0%
O=P(c1ccccc1)(c1ccccc1)C(O)c1ccco1 (configuration not stated)	14%	-1%	-2%	-1%	1%	0%	4%	0.4	28%
COc1cc(C(=O)Nc2ccc3c(c2)N(C(=O)CN2CCN(C)CC2)c2ccccc2CC3)cc(OC)c1OC	-2%	5%	7%	0%	-14%	-8%	-22%[58.9 µM]	-0.8	17%
CC(C)Oc1ccc(CNC(=O)c2cc3cccc4c3n2CC(C)S4)cc1 (configuration not stated)	nt	102%[activator]	2%	?	-2%	-10%	20%	0.9	-4%
COc1cccc(C2c3[nH]c4ccccc4c3CCN2Cc2ncc[nH]2)c1 (configuration not stated)	0%	-7%	7%	9%	-4%	-5%	64%[activator]	0.2	-19%
O=C(NCc1ccccn1)Nc1cccc(F)c1	45%[activator]	-3%	-3%	-1%	-1%	-1%	23%	0.1	-22%
CCOc1ccccc1OCC(=O)Nc1ccc(S(=O)(=O)Nc2nc(C)cc(C)n2)cc1	-4%	-13%	2%	0%	4%	1%	4%	-0.3	0%
CC(CNC(=O)c1ccccc1Cl)NC(=O)c1ccccc1Cl (configuration not stated)	nt	nt	0%	?	-9%	nt	5%	nt	nt
COC(=O)C(Cc1ccccc1)NC(=O)C(CC(C)C)NC(=O)OC(C)(C)C (configuration not stated)	0%	-12%	-6%	0%	-10%	2%	17%	-0.2	30%
CCOP(=O)(c1ccccc1)C1(C#N)CC1 (configuration not stated)	21%	1%	7%	0%	-2%	1%	33%[activator]	0.4	44%
CCCn1cc(SCC(=O)NCC2CCCO2)c2ccccc21 (configuration not stated)	-3%	-3%	10%	-4%	-16%	3%	-7%	-0.4	4%
COc1cc(OC)cc(-n2nc(C(=O)NCCCN3CCOCC3)c3ccccc3c2=O)c1	-1%	-4%	-11%	?	-13%	2%	13%	-0.2	41%
O=C(Nc1ccccc1N1CCOCC1)c1cc(=O)[nH]c2ccccc12	13%	nt	1%	-12%	-3%	nt	6%	-0.5	nt
Cc1[nH]c2c(C)cccc2c1CCNC(=O)C1CCCCC1C(=O)OCC(F)(F)F (configuration not stated)	2%	-17%	-1%	-3%	-13%	-2%	212%[activator]	0.0	0%
CCOC(=O)/C(=C\c1ccccc1)C(=O)CCN1CCOCC1	nt	nt	-3%	?	-15%	nt	17%	nt	nt
O=C(CCCN1C(=O)c2ccccc2C1=O)OC1CSCC1NC(=O)c1ccccc1 (configuration not stated)	0%	-22%	-4%	10%	-8%	-3%	8%	-0.5	20%
CSc1ccccc1NC(=O)c1cc(C)on1	19%	-23%	-1%	-29%	-8%	-3%	-2%[58.9 µM]	0.4	18%
Cc1ccc(C(=O)Nc2cccc(C(F)(F)F)c2)cc1Nc1cncnc1	29%	-21%	0%	-13%&-26%	0%	-6%	?	-0.4	10%
CCN1C(=O)/C(=C/c2ccc(OCc3ccc(C(=O)O)cc3)c(Cl)c2)NC1=S	34%	-6%	9%	-2%	-16%	-8%	32%[activator]	-0.1	-2%
Cc1cc2n(n1)C(c1ccccc1)CC(c1ccc(Br)cc1)=N2 (configuration not stated)	8%	47%[activator]	5%	nt	-18%	-3%	?	14	22%
c1ccc(OCc2nnnn2-c2ccccc2)cc1	0%	-2%	4%	19%	-18%	3%	0%	0.2	0%[57.1 µM]
COc1ccc(/C=N\NC(=O)C2C(=O)NCC2c2ccccc2)cc1O (configuration not stated)	-1%	0%	0%	-21%	-7%	-3%	-8%	0.5	-2%
O=C(Nc1ccccc1C(F)(F)F)N1CCN(c2ccccn2)CC1	?	-5%	8%	-6%	2%	-3%	-14%	0.8	6%
Cc1cc(C)n(-c2cccc(Cl)c2C#N)n1	0%	-2%	-4%	1%	2%	1%	28%	0.1	28%
O=C(NNC(=O)c1csc(N2CCOCC2)n1)c1cccnc1	4%	nt	-8%	11%	-1%	nt	3%	0.5	nt
CN(C)CCCN=C(NO)c1ccc(Cl)cc1Cl	0%	-2%	-1%	0%	9%	0%	-2%	0.0	32%
O=C(CCNS(=O)(=O)c1ccc(Br)cc1)Nc1cccc(F)c1	-5%	1%	-5%	5%	-3%	-4%	101%[activator]	-1.6	24%

Entries of single compounds, quoted from the list. Order of values: APEX1 inh | Anesthetic bind | ERG-DNA inh | 12-LOX inh | POLK inh | BLM inh | Pol iota inh | TRHR ag | POLB inh
Cc1[nH]c2c(C)cccc2c1CCNC(=O)C1CCCCC1C(=O)OCC(F)(F)F (configuration not stated) is listed with 2% | -17% | -1% | -3% | -13% | -2% | 212%[activator] | 0.0 | 0%
Cc1cc2n(n1)C(c1ccccc1)CC(c1ccc(Br)cc1)=N2 (configuration not stated) is listed with 8% | 47%[activator] | 5% | nt | -18% | -3% | ? | 14 | 22%

Next section
SMILES	APEX1 inh	Anesthetic bind	ERG-DNA inh	12-LOX inh	POLK inh	BLM inh	Pol iota inh	TRHR ag	POLB inh
Cc1cccc(S(=O)(=O)N2CCn3cccc3C2C)c1 (configuration not stated)	12%	nt	-4%[15.4 µM]	1%	-2%	nt	2%	0.6	nt
Cc1ccccc1OCc1nnc(SCC(=O)N2CCc3ccccc32)n1C	?	7%	5%	0%	-4%	3%	6%	-0.3	25%
COc1ccccc1NC(C#N)c1ccccc1OCc1ccccc1 (configuration not stated)	18%	?	nt	13%	-3%	-13%	-27%	-1.3	31%
C=CCN(C(=O)CCC(=O)Nc1cc(C)on1)C(C(=O)NC1CCCC1)c1ccc(CC)cc1 (configuration not stated)	-6%	7%	-2%	?	-2%	-2%	127%[activator]	-0.6	33%
N/C(=N\OC(=O)c1ccc(F)cc1)c1nonc1N	0%	-6%	3%	8%	0%	0%	1%	0.3	39%
COc1ccc(S(=O)(=O)N2CCCC2C(=O)NCC(=O)Nc2cccc(Cl)c2C)cc1 (configuration not stated)	24%	8%	6%	?	-2%	-5%	148%[activator]	0.4	25%
CC(=O)Nc1ccc(C(=O)OCC(=O)Nc2ccccc2F)cc1	19%	-6%	6%	-7%	1%	-4%	142%[activator]	0.8	?
O=C(Cc1ccccc1)Nc1ccc(NC(=O)C2CCCCC2)nc1	4%	-4%	5%	0%	-3%	-8%	13%	0.2	-10%
CC(C)C[C@@]12C(=O)N(c3cccc(Br)c3)C(=O)N1[C@H](c1ccc(Cl)cc1)[C@@H]1C(=O)N(C3CCCCC3)C(=O)[C@@H]12	13%	nt	3%	-1%	-19%	nt	-11%	0.6	nt
COc1ccc(-c2nnc(SCc3ccccc3F)o2)cc1	-5%	-10%	15%	-23%	-5%	-8%	13%	-0.4	-10%
COc1cccc(-c2nn(-c3ccccc3)cc2/C=C(\C#N)C(=O)NCCCn2ccnc2)c1	1%	?	7%	-28%	-11%	-1%	196%[activator]	1.1	30%
CCOC(=O)Cc1ccc(NC(=O)NC(C)c2c(-n3cccc3)sc(C)c2C)cc1 (configuration not stated)	nt	68%[activator]	0%	-8%	-2%	-10%	-9%	0.3	-1%
Cc1cccc(N2CCN(CC(=O)NCc3ccc(Cl)cc3)CC2)c1C	-18%	-5%	0%	?	-7%	-8%	17%	0.3	-17%
CNS(=O)(=O)c1cccc(C(=O)OCC(=O)N2CCN(C(=O)c3ccco3)CC2)c1	14%	nt	15%	0%	-13%	nt	3%	nt	nt
O=C(c1ccc(Br)cc1)N1CCN(S(=O)(=O)c2ccccc2)CC1	-1%	-10%	-11%	0%[57.4 µM]	2%	-1%	39%	0.0	8%
CN(C)S(=O)(=O)c1cccc(NC(=O)CN(CCO)CC(=O)Nc2cccc(S(=O)(=O)N(C)C)c2)c1	34%	-5%	-4%	4%	-7%	0%	40%[activator]	0.3	33%
O=C(Cc1ccccc1[N+](=O)[O-])NCCSCc1c(F)cccc1Cl	?	?	6%	5%	3%	1%	4%	-0.7	-10%
N#Cc1nc(-c2ccc(OCc3ccccc3)cc2)oc1N1CCC(C(N)=O)CC1	26%	-4%	-2%	3%	-13%&0%	-15%	3%&14%	0.7	18%
COc1ccc(Cc2nnc(NC(=O)Nc3ccccc3F)s2)cc1OC	2%	2%	-2%	?	-7%	-11%	-6%	0.6	-10%
NNC(=O)CCN1CCN(C(c2ccccc2)c2ccccc2)CC1	1%	-11%	-1%	-2%	9%	-4%	27%	-0.2	4%
CCOc1ccc(CC(=O)NCCS(=O)(=O)N2CCN(c3ccccc3)CC2)cc1	0%	nt	18%	-4%	-1%	nt	0%	-0.6	nt
O=C(NC1CC1)C1CC(=O)N(c2cccc(Cl)c2)C1 (configuration not stated)	17%	?	2%	i	3%	-5%	43%[activator]	0.8	?
CCc1ccc(C(=O)NC(CCSC)C(=O)OC)cc1 (configuration not stated)	3%	-2%	-1%	1%	5%	2%	114%[activator]	0.2	37%
CCOC(=O)c1sc(NC(=O)c2ccc(Cl)s2)cc1C	-5%	-11%	10%	8%	15%	-2%	35%[activator]	0.3	6%
COc1ccccc1N(CC(=O)NCCSc1ccc(Cl)cc1)S(C)(=O)=O	-6%	-14%	4%	-21%	-2%	-4%	2%	-0.1	51%
